hIAP act – human IAP activation; P09923; purified human IAP, CDP-Star luminescence, 30 min; stronger effect = higher value; 1 = vehicle-only enzyme, 0 = enzyme-free background; activation factor at 10 µM; 0.16% of 330,000 active;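 active means activation factor of the enzyme at least 2-fold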; further: the source names both 10 and 20 µM as test concentration; values of inactives mirror those of a sister screen read the other way
Target sequence (P09923 whole entry, looked up): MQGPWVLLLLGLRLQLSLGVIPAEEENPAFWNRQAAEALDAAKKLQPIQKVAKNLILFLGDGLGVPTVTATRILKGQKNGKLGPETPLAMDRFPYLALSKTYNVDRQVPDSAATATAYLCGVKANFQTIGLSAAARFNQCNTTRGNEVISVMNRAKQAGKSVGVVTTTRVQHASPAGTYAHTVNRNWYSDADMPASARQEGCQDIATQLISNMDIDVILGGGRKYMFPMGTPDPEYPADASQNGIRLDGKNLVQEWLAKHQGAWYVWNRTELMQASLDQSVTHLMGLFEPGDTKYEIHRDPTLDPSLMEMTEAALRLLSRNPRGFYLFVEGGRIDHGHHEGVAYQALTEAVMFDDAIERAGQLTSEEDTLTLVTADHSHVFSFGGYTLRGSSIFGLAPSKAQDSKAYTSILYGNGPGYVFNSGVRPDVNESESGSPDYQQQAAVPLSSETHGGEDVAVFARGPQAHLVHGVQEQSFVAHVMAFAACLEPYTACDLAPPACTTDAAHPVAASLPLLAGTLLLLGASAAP
APOBEC3G inh – blocks human APOBEC3G single-stranded DNA deamination | Q9HC16 | recombinant A3G, ssDNA deamination FAM/TAMRA fluorescence | 0.28% of 330,000 active | inhibition, % at 20 µM;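 active means inhibition of at least 40% at 20 µM, with no more than 30% in the related APOBEC3A deaminase screen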;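 further: plate controls were DMSO wells with A3G for no effect and wells lacking A3G enzyme for full effect; some compounds called inactive have numbers as strong as hits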
Target sequence (Q9HC16 whole entry, looked up): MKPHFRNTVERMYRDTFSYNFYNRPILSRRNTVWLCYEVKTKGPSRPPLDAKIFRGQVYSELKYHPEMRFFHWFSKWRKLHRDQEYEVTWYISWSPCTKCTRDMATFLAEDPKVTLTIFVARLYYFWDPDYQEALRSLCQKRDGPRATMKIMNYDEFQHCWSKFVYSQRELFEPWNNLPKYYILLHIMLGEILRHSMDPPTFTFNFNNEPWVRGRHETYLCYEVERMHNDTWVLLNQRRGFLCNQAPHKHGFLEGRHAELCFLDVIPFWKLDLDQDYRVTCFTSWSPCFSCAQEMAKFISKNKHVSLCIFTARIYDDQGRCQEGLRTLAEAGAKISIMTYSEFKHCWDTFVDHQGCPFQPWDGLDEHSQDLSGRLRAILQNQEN
mIAP activ – mouse IAP activation | muIAP, CDP-Star luminescence, 30 min; stronger effect = higher value; 1 = vehicle-only enzyme signal, 0 = enzyme-free wells | activation factor at 10 µM | 0.24% of 330,000 active | AID 2805;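 active means activation factor of at least 2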; further: the source names both 10 and 20 µM as test concentration; values of inactives mirror those of a sister screen read the other way
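System: mouse IAP enzyme. Reagent: CDP-Star chemiluminescent phosphatase substrate. Benchmarks: DMSO wells, no-enzyme wells. Times: 30 min enzyme-substrate-compound incubation at room temperature. Detection: luminescence from enzymatic CDP-Star hydrolysis. Doses: test compounds delivered from DMSO solution.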
NLRP3 yeast inh – NALP3 inhibition in yeast. 0.39% of 330,000 active. AID 2825. inhibition, % at 10 µM. Yeast reconstituted NLRP3/ASC/caspase-1, beta-gal luminescence, 24 h;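 active means inhibition of 50% or more; inactive means inhibition below 50%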;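 further: plate controls were induced DMSO wells for no effect and uninduced yeast grown without galactose for full effect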
MIN6 prolif – induces beta-cell replication in MIN6 cells; 0.29% of 330,000 active; proliferation, % at 10 µM; AID 2380; MIN6 cells proliferation, ATPlite luminescence, 48 h; cells starved in 0.2% serum; 100% = growth in 10% serum;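 active means compounds whose signal lies at least 3.5 SD above the mean of all wells on their plate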;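 further: 0% = DMSO-treated cells in low-serum medium and 100% = 10% serum control; some compounds called inactive have numbers as strong as hits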
SENP1 inh – SENP1 (human) catalytic domain inhibition; Q9P0U3; recombinant SENP1 catalytic domain, CyPet-SUMO1-YPet FRET cleavage; inhibition, % at 10 µM; 0.21% of 360,000 active; AID 624204;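 active means inhibition at least 30% at 10 µM, raw YFP signal under a set limit, fluorescence ratio 0.5 to 1.5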;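 further: 0% = enzyme with DMSO and 100% = no enzyme wells; some results filed as inactive read as strong as hits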
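System: Recombinant human SENP1 catalytic domain, His6-tagged | Incubation: Enzyme reaction for 50 min at room temperature, dark | Medium: Tris pH 8 with BME, BSA, NP40 and catalase | Also added: 25 nM SUMO1 FRET substrate | Compound: 10 µM single point, 0.5% DMSO | Measured by: FRET fluorescence in CFP and YFP emission channels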
hIAP inh – blocks human intestinal alkaline phosphatase | purified IAP, CDP-Star luminescence, 30 min | inhibition, % at 10 µM | 0.12% of 330,000 active;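 active means inhibition reaching a set limit with compound at 10 µM in the primary screen, cut at about 35% in these data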;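 further: plate controls were DMSO wells with enzyme for no effect and no-enzyme buffer wells for full effect; values of inactives mirror those of a sister screen read the other way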
mIAP block – mouse IAP inhibition; inhibition, % at 10 µM; 0.2% of 330,000 active; purified mouse IAP, CDP-Star luminescence, 30 min;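 active means inhibition of at least 40% at 10 µM in the primary screen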;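 further: plate controls were DMSO with enzyme for no effect and no enzyme wells for full effect; values of inactives mirror those of a sister screen read the other way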
A3A deaminase – inhibitors of human APOBEC3A DNA deaminase; P31941; recombinant A3A, FAM/TAMRA ssDNA deamination fluorescence; inhibition, % at 20 µM; 0.41% of 330,000 active;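 active means at least 40% inhibition at 20 µM here, with at most 30% in a related deaminase screen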;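 further: plate controls were A3A with DMSO for no effect and wells lacking A3A enzyme for full effect; some results filed as inactive read as strong as hits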
Target sequence (P31941 whole entry, looked up): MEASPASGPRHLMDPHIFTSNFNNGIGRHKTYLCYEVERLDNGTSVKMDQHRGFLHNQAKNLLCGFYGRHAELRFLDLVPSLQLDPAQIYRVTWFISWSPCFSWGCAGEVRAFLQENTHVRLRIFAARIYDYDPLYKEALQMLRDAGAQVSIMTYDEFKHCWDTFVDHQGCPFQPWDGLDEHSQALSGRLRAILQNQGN
Starred values were filed as active, the others as inactive; x = not tested or not shown; & = joins results of further samples.

nr | SMILES | hIAP act | APOBEC3G inh | mIAP activ | NLRP3 yeast inh | MIN6 prolif
1 | Cc1noc(C)c1COC(=O)c1ccccc1Sc1ccccc1C#N | 1 | -4 | 0.9 | 22 | -2
2 | COc1ccc(Nc2nc(N)nc(CSC(=S)N3CCCCC3)n2)cc1 | 1 | -7 | 0.87 | -5 | 5
3 | NC(=O)CN1CCN(C(=O)Nc2ccccc2)CC1 | 1.2 | -2 | 1.1 | 9 | -2
4 | Cc1ccc(-c2nnc(Oc3ccc(NC(=O)c4ccccc4)cc3)c3ccccc23)cc1 | 0.93 | -3 | 0.97 | -12 | -4
5 | Cc1ccc(NC(=O)C2CCCN2C(=O)NC2CCCCC2)c(C)c1 (configuration not stated) | 1.1 | -4 | 1 | 3 | 2
6 | CCCC/C=C1\CCc2c([nH]c3ccccc23)C1=O | 0.97 | 5 | 1.1 | 12 | 0
7 | CC(C)CC(=O)Nc1ccc(C(=O)NN2C(=O)c3ccccc3C2=O)cc1 | 1.1 | -5 | 0.94 | 10 | 0
8 | CC(C)(C)c1ccc(C(=O)NCC(=O)NNC(=O)c2ccccc2O)cc1 | 1.6 | -4 | 0.76 | 11 | -2
9 | CC1CCN(C(=O)c2nc[nH]c2C(=O)OCCNC(=O)OC(C)(C)C)CC1 | 1.1 | -7 | 1 | 1 | 0
10 | CN(C(=O)CSc1nnc(-c2c[nH]c3ccccc23)o1)C1CCS(=O)(=O)C1 (configuration not stated) | 0.93 | -8 | 0.97 | 4 | 1
11 | CC(C)Oc1cccc(C(=O)O)c1 | 1.1 | 0 | 0.99 | 21 | -1
12 | CS(=O)(=O)N1CCN(c2nc(-c3ccc(F)cc3)cs2)CC1 | 0.9 | -7 | 0.94 | 18 | 1

nr | SENP1 inh | hIAP inh | mIAP block | A3A deaminase
1 | -1 | -5 | 10 | -4
2 | -1 | -1 | 13 | -2
3 | -1 | -20 | -6 | 1
4 | 0 | 8 | 3 | 2
5 | -1 | -11 | 0 | 0
6 | -7 | 3 | -9 | 1
7 | 3 | -10 | 6 | -1
8 | 2 | -57 | 24 | -3
9 | 1 | -6 | -4 | 0
10 | 0 | 7 | 3 | -2
11 | 1 | -6 | 1 | 0
12 | 1 | 10 | 6 | -3

The last 3 records of the section before are carried over, then new ones follow.
nr | SMILES | hIAP act | APOBEC3G inh | mIAP activ | NLRP3 yeast inh | MIN6 prolif
10 | CN(C(=O)CSc1nnc(-c2c[nH]c3ccccc23)o1)C1CCS(=O)(=O)C1 (configuration not stated) | 0.93 | -8 | 0.97 | 4 | 1
11 | CC(C)Oc1cccc(C(=O)O)c1 | 1.1 | 0 | 0.99 | 21 | -1
12 | CS(=O)(=O)N1CCN(c2nc(-c3ccc(F)cc3)cs2)CC1 | 0.9 | -7 | 0.94 | 18 | 1
13 | O=C(Cn1nc(-c2ccccc2F)ccc1=O)Nc1ccc(S(=O)(=O)N2CCCCCC2)cc1 | 0.97 | -5 | 0.94 | -18 | -2
14 | COc1ccc2nc(NC(C)=O)sc2c1 | 0.91 | 1 | 0.96 | 5 | 2
15 | CN(C)S(=O)(=O)c1ccc(NC(=O)c2cccnc2)cc1 | 1.1 | 1 | 1.1 | 11 | -2
16 | CCN1C(=O)[C@H]2[C@@H](c3ccc(C)cc3)N3C(=O)N(c4ccc(C)cc4)C(=O)[C@@]3(Cc3ccccc3)[C@H]2C1=O | 0.98 | 0 | 1.1 | 12 | -3
17 | O=C(c1cc(N2CCOCC2)c(F)cc1[N+](=O)[O-])N1CCOCC1 | 0.65 | -7 | 0.92 | 9 | 0
18 | O/N=C/c1ccccc1OCc1ccc(Cl)cc1 | 1.1 | -1 | 1.1 | 23 | -3
19 | Cc1ccccc1N=C1Nc2ccccc2CS1 | 1 | 0 | 0.97 | 29 | -4
20 | CCOc1cc(/C=C2/SC(=O)N(CC(=O)N3CCc4ccccc4C3)C2=O)ccc1OCC(=O)O | 0.99 | 2 | 0.95 | 9 | -3
21 | COc1cc(C(=O)Nc2cc(C(F)(F)F)ccc2N2CCOCC2)ccc1O | 0.93 | 3 | 1 | 12 | -1
22 | COc1ccc(S(=O)(=O)N2CCC(C(=O)NCc3cccnc3)CC2)cc1C | 1.1 | -5 | 1.1 | -6 | 1
23 | Cn1c(CO)cnc1SCc1ccc(F)cc1 | 0.96 | -2 | 1 | 23 | -3
24 | O=C(Nc1cccnc1)c1ccc(Cl)c(S(=O)(=O)N2CCCC2)c1 | 1.1 | -3 | 1 | 7 | -1

nr | SENP1 inh | hIAP inh | mIAP block | A3A deaminase
10 | 0 | 7 | 3 | -2
11 | 1 | -6 | 1 | 0
12 | 1 | 10 | 6 | -3
13 | -2 | 3 | 6 | -5
14 | 2 | 9 | 4 | 5
15 | -15 | -6 | -7 | 1
16 | 3 | 2 | -6 | 1
17 | 0 | 35 | 8 | -2
18 | 1 | -8 | -6 | 3
19 | 3 | -4 | 3 | 0
20 | -6 | 1 | 5 | 1
21 | 2 | 7 | -1 | 1
22 | -1 | -8 | -11 | -2
23 | 2 | 4 | -4 | 1
24 | 0 | -11 | -4 | 0

Next part
nr | SMILES | hIAP act | APOBEC3G inh | mIAP activ | NLRP3 yeast inh | MIN6 prolif
25 | C/C(=N\NC(=O)c1cccs1)c1cccnc1 | 0.93 | -3 | 0.99 | 10 | 2
26 | Clc1ccccc1Cc1noc(CN2CCN(c3cnccn3)CC2)n1 | 1 | -3 | 0.91 | 15 | -1
27 | CC1Nc2ncnc(N3CCc4ccccc4C3)c2N(Cc2ccc(Br)cc2)C1=O (configuration not stated) | 0.91 | -2 | 0.89 | 19 | -8
28 | O=c1cc(N2CCOCC2)cnn1-c1ccccc1 | 1 | -6 | 1 | -1 | 1
29 | COC(=O)c1c(C)[nH]c(C(=O)OCC(=O)NC(C)(C)C)c1C | 0.95 | -4 | 0.91 | 4 | 0
30 | CCC(C(=O)N/N=C(\C)c1cccnc1)c1ccccc1 (configuration not stated) | 0.96 | -10 | 1.1 | 7 | 0
31 | COc1ccc(NC(C)=O)cc1NC(C)c1nc2sc(C)c(C)c2c(=O)[nH]1 (configuration not stated) | 1 | -14 | 0.89 | 6 | -2
32 | Cc1nn(C)c(C(=O)NC(=S)Nc2ccc([N+](=O)[O-])cc2)c1Cl | 1 | 1 | 0.88 | 21 | -7
33 | CCOC(=O)C1(C/C(C)=N/NC(N)=O)CC(C)(C)OC1=O (configuration not stated) | 0.94 | 3 | 1 | 13 | 2
34 | CCCCNC(=O)c1sc2nc(C)cc(COC)c2c1-n1cccc1 | 0.94 | -5 | 0.93 | 18 | -2
35 | Cc1ccc(NC(=O)COC(=O)CCc2c[nH]c3ccccc23)c(C)c1 | 1 | -6 | 1 | 10 | 7
36 | CC(=O)Nc1cccc(NC(=O)COC(=O)CO/N=C(\C)c2ccc3c(c2)OCO3)c1 | 0.98 | 3 | 1 | 4 | -1

nr | SENP1 inh | hIAP inh | mIAP block | A3A deaminase
25 | 5 | 7 | 0 | 1
26 | 4 | -4 | 9 | 1
27 | 4&15 | 9 | 11 | 1
28 | 0 | -4 | -4 | 3
29 | -3 | 5 | 10 | 1
30 | 2 | 4 | -6 | -4
31 | -38 | -2 | 12 | -5
32 | -2 | -1 | 12 | -1
33 | 2 | 6 | 0 | 4
34 | 0 | 6 | 7 | -2
35 | 1 | -3 | -3 | -4
36 | 0 | 2 | -2 | 2

(listing goes on)
nr | SMILES | hIAP act | APOBEC3G inh | mIAP activ | NLRP3 yeast inh | MIN6 prolif
37 | Cc1ccc(C)n1-n1cnc2sc3c(c2c1=O)CCC3 | 1.1 | 0 | 1 | 1 | -3
38 | Cc1c(C(=O)N2CCN(CCc3ccccc3)CC2)oc2ccccc12 | 0.91 | -8 | 0.9 | 3 | -1
39 | COc1ccc(N(CC(=O)Nc2ccc(C(N)=O)cc2)S(=O)(=O)c2ccc(C)c([N+](=O)[O-])c2)cc1 | 1 | -3 | 0.91 | 11 | -2
40 | COC(=O)c1ccc(/C=N/NC(=O)CC(=O)NCc2cccnc2)cc1 | 0.95 | -5 | 0.91 | 30 | 3
41 | COC(=O)c1cc(C(=O)OC)n(Cc2ccc(F)cc2)n1 | 1.1 | -10 | 1 | 19 | -3
42 | Cc1nn2c(N)csc2nc1=O | 0.84 | -6 | 0.92 | 4 | 0
43 | OC(CN1CCCCC1)Cn1c2ccc(Cl)cc2c2cc(Cl)ccc21 (configuration not stated) | 1 | -10 | 1 | 18 | -7
44 | Cc1ccccc1NC(=O)c1ccc2c(c1)OCCO2 | 1.2 | 3 | 1 | 1 | -3
45 | Cc1[nH]nc2c1-c1nc3ccccc3nc1C(C)(C)C2 | 1.2 | 3 | 0.93 | -3 | -6
46 | NC(=O)COc1ccc(C(=O)NCC2(N3CCOCC3)CCCCC2)cc1 | 1.1 | -7 | 1.1 | 16 | -1
47 | COc1ccccc1-c1ccc(/C=C2/C=C(C)OC2=O)o1 | 1.3 | -4 | 0.92 | 12 | -3
48 | CCC(C)c1ccccc1NC(=O)COc1ccc(-c2nnco2)cc1 (configuration not stated) | 0.92 | -9 | 1 | 28 | -1

nr | SENP1 inh | hIAP inh | mIAP block | A3A deaminase
37 | 0 | -5 | -2 | 0
38 | -3 | 9 | 10 | 3
39 | 1 | 0 | 9 | -4
40 | -1 | 5 | 10 | 27
41 | -1 | -9 | -2 | -2
42 | x | 16 | 8 | 1
43 | -3 | -2 | 0 | -5
44 | -1 | -18 | -5 | 3
45 | -2 | -21 | 7 | 1
46 | -1 | -12 | -9 | -4
47 | -27 | -27 | 8 | -5
48 | -1 | 8 | -2 | 1

Numbers 47 through 48 of the list above:
nr | SMILES | hIAP act | APOBEC3G inh | mIAP activ | NLRP3 yeast inh | MIN6 prolif
47 | COc1ccccc1-c1ccc(/C=C2/C=C(C)OC2=O)o1 | 1.3 | -4 | 0.92 | 12 | -3
48 | CCC(C)c1ccccc1NC(=O)COc1ccc(-c2nnco2)cc1 (configuration not stated) | 0.92 | -9 | 1 | 28 | -1

nr | SENP1 inh | hIAP inh | mIAP block | A3A deaminase
47 | -27 | -27 | 8 | -5
48 | -1 | 8 | -2 | 1

Other results.
nr | SMILES | hIAP act | APOBEC3G inh | mIAP activ | NLRP3 yeast inh | MIN6 prolif
49 | CCOC(=O)C[n+]1ccc2c([nH]c3ccccc32)c1C | 1 | 0 | 1 | -4 | 0
50 | CCc1c(C)nc(N2CCN(c3ccc(F)cc3)CC2)[nH]c1=O | 1 | -10 | 0.95 | 10 | -1
51 | O=C(COC(=O)/C=C/c1ccc(C(F)(F)F)cc1)NCc1ccco1 | 0.84 | 3 | 1 | 20 | -2
52 | COc1cc2c(cc1NC(=O)CN(C)Cc1ccc(OC)c(OC)c1)oc1ccccc12 | 1.1 | -2 | 0.92 | 6 | -6
53 | Cc1nc(SCC(=O)N(CC(C)C)C2CCS(=O)(=O)C2)c(C#N)c(C)c1C (configuration not stated) | 1 | -10 | 0.88 | 14 | -4
54 | Cc1ccc(NC(=O)CSc2nnc(CCNC(=O)OC(C)(C)C)o2)c(C)c1 | 1.1 | -1 | 1 | 5 | -6

nr | SENP1 inh | hIAP inh | mIAP block | A3A deaminase
49 | -117 | -3 | -3 | -1
50 | 0 | -1 | 5 | -5
51 | 2 | 16 | -3 | 0
52 | 1 | -10 | 8 | 0
53 | -5 | -2 | 12 | -3
54 | 0 | -12 | -3 | 1

Screens as filed in PubChem BioAssay.

Some of the compounds tested (hit frequency here may not be typical).
